Compound activity as filed in PubChem BioAssay.
TGFb inhibitor: inhibitors of TGF-b signaling; HepG2 CAGA-GFP TGF-b/SMAD3 reporter, GFP fluorescence, 18 h; TGF-beta stimulated, 500 pg/mL final; Potency, µM (top dose mostly 46.1 µM), inactives show at the highest dose activity, negative = inhibition, most hits filed as inhibitors; 410,000 tested, 1.2% active; AID 588855; note: potency is the fitted concentration of half-maximal effect; % is set by controls: 0 for no effect and ±100 for the full control effect; nearly all actives have a fitted effect of over 65% in size
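Inhibition of TGF-beta-driven CAGA-GFP reporter expression in HEPG2 cells is measured by cellular GFP fluorescence after 18 h stimulation with 500 pg/mL recombinant TGF-beta in 1% FBS medium at 37 degrees C.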
A549 tox: counter-screen for Nrf2 inhibitors: cytotoxicity in A549 cells; 390,000 tested, 0.16% active; Potency, µM (titrated, usually from 46 µM), without a hit: at the highest dose activity change, negative = cytotoxicity, actives largely listed as inhibitors; A549 ARE-Fluc cells, CellTiter-Fluor viability, 18-24 h; note: potency is the fitted concentration of half-maximal effect; % is set by controls: 0 for no effect and ±100 for the full control effect
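Cytotoxicity counterscreen: CellTiter-Fluor fluorescence was measured in A549 ARE_Fluc cells after 18-24 h of compound exposure in a concentration series. The subsequent BugLite luminescent read reports ARE-luciferase activity.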
Nrf2 ARE act: activates Nrf2 signaling. AREc32 ARE-luciferase reporter (MCF7-derived line), luminescence, 24 h. Potency, µM (doses to about 46.1 µM), without a hit: at the highest dose activation, most hits filed as activators. 410,000 tested, 0.31% active; note: potency is the fitted concentration of half-maximal effect; % of control where 0% means no effect; nearly all actives have a fitted effect of over 65% in size
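ARE activation measured as luciferase luminescence (Steady-Glo, 30 min RT) in AREc32_Fluc cells after 24 hr compound exposure at 37 deg C, 5% CO2; cells seeded overnight at 1000/well in OPTI-MEM, 5% FBS.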
Nrf2 inh: inhibitors of Nrf2 signaling | A549 ARE-Fluc reporter, luciferase luminescence, 18-24 h | Potency, µM (titrated, usually from 46 µM), for the others: top-dose activity change, negative = inhibition, most hits filed as inhibitors | 360,000 tested, 2.1% active | AID 504444; note: potency is the fitted concentration of half-maximal effect; % is set by controls: 0 for no effect and ±100 for the full control effect; nearly all actives have a fitted effect of over 60% in size
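Reporter: ARE-Fluc in A549. Exposure: 18-24 h, 37 °C, 5% CO2, 5% FBS OPTI-MEM. Readouts: fluorescent cytotoxicity (CellTiter-Fluor), then luminescent Nrf2 signal after BugLite.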
pAkt inh: Akt phosphorylation inhibition | Neuro2A IGF-stimulated pAkt S473 HTRF, 20 min; hits give low values | activity change, % for hits at 50 µM | 360,000 tested, 0.32% active | AID 651550; in the data active = activity change below about -80%; inconclusive = mostly about -51% to -80%; note: % is set by controls: 0 for no effect and ±100 for the full control effect
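Neuro2A cells in DMEM with 0.5% FBS, overnight at 37 deg C, given compound at single 50 µM final, then IGF (6 nM final) for 20 min at 37 deg C. Lysed; phospho-Akt Ser473 by HTRF after 24 h, 665/615 ratio.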
ATXN viability: cell viability loss in ATXN counter-screen; Potency, µM (titrated, usually from 56.7 µM), usual class: cytotoxic; S2 cells (HEK-293 line with an ATXN2-luciferase reporter) viability, CellTiter-Fluor protease fluorescence, 24 h; AID 651635; 400,000 tested, 0.49% active; note: potency is the fitted concentration of half-maximal effect; nearly all actives have a fitted effect of over 40% in size
Mm-Cpn inhibitor: inhibitors of Methanococcus maripaludis chaperonin (MmCpn). purified Mm-Cpn ATPase, ADP Transcreener TR-FRET. Potency, µM (top dose mostly 76.9 µM), for inactives: top-dose activity, negative = inhibition, usual class: inhibitors. 330,000 tested, 0.031% active; note: potency is the fitted concentration of half-maximal effect; % is set by controls: 0 for no effect and ±100 for the full control effect; nearly all actives have a fitted effect of over 80% in size
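Purified archaeal chaperonin (25 nM final) was preincubated with compound for 10 min at 37°C, then ATP (10 uM final) was added for 30 min at 37°C in Tris pH 7.4/KCl/MgCl2/DTT buffer. ADP was quantified by HTRF Transcreener TR-FRET.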
CCT modulator: modulators of cytosolic chaperonin (CCT/TRiC) activity; AID 651819; activity change, % (test concentration not listed), hits read low; 360,000 tested, 0.3% active; purified chaperonin ATPase assay, HTRF ADP detection, 30 min; in the data active = activity change below about -30%; note: % is set by controls: 0 for no effect and ±100 for the full control effect
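Nucleotide hydrolysis assay: TRiC at 20–40 nM final (set by batch activity) with 10 uM ATP, 30 min at 37 °C, in presence of 76 uM compound. Detection by competitive ADP HTRF, 30 min ambient.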
HepG2 tox: counter-screen for TGF-b inhibitors: cytotoxicity in HepG2 cells; HepG2 CAGA-GFP viability, ATP luminescence, 18 h; 410,000 tested, 0.76% active; Potency, µM (titrated, usually from 46.1 µM), for inactives: at the highest dose activity change, negative = cytotoxicity, hits mostly cytotoxic; note: potency is the fitted concentration of half-maximal effect; some results filed as inactive show a strong effect at the top dose
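CellTiter-Glo luminescence gave cytotoxicity after 18 hours at 37 degrees C. The cells were HepG2 CAGA-GFP in 1% FBS DMEM, stimulated with 500 pg/mL TGF-beta after compound addition. %Activity was normalised to no-cell wells (complete cell-killing) and DMSO (no toxicity), and curves were fitted and classified.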
An asterisk follows results filed as active; i = inactive; ? = inconclusive; / = not tested or not shown; [ ] = remark or other dose. Unless noted, calls come from the whole dose curve; as a rule, active = well fitted curve in the direction sought with a large enough effect; inconclusive = small, poorly fitted or top-dose-only effect, or another doubt; inactive = no such curve, though single readings can be large; an effect the other way counts as inactive or inconclusive.

SMILES	TGFb inhibitor	A549 tox	Nrf2 ARE act	Nrf2 inh	pAkt inh	ATXN viability	Mm-Cpn inhibitor	CCT modulator	HepG2 tox
Cc1cc(NC(=O)C(C)C)ncc1NC(=O)c1ccccn1	-11%	3%	-0.2%	1%	i	i	-9%	-0.1	-1%
CN(C)S(=O)(=O)c1cccc(NC(=O)COc2ccc3ccccc3c2)c1	-28%	-2%	6.4%	?	i	?	-3%	0.2	-19%
CC(C)N(C)c1ncnc2c1ncn2[C@H]1CN(C2CCCC2)C[C@@H](CO)O1	9%	/	0.3%	/	i	i	/	1.8	-1%
COc1ccc(/C=N/NC(=O)c2ccc(-n3cnnn3)cc2)cc1	-1%	-4%	0.9%	1%	i	i	-2%	1.3	5%
Cc1ccc(C)c(OCCC(=O)N2CCN(S(=O)(=O)c3cc(C)ccc3C)CC2)c1	-13%	-14%	-0.1%	?	i	i	2%	1.8	-7%
Cc1ccc(OCCC(=O)OCC(=O)N2CCN(S(=O)(=O)c3ccc(C)cc3C)CC2)cc1	8%	10%	0.2%	21%	i	i	-1%	-0.6	-3%
CC(C)n1cc(C(=O)NC2CC(C)(C)Cc3c2cnn3-c2ccccc2)cn1 (stereo not drawn)	-12%	0%	-0.4%	?	i	i	-1%	-1.0	6%
O=C(NCc1cccnc1)C1CCC(c2ccc(Cl)cc2)CC1 (stereo not drawn)	-20%	0%	-0.6%	23µM*	i	i	2%	-1.1	-17%
Cc1cccc(-c2nc3ccccc3c(=O)n2NC(=O)/C=C/c2ccc([N+](=O)[O-])cc2)c1	-20%	-7%	1.6%	-23%	i	?	0%	-0.5	6%
CCc1cnc(Nc2nc(C(N)Cc3ccc(Cl)cc3)cs2)nc1 (stereo not drawn)	?	/	-0.1%	/	i	/	/	-1.0	-110%
O=S1(=O)CCC(NC(=S)N2CCCCC2)C1 (stereo not drawn)	-21%	1%	0.1%	-14%	i	i	2%	-1.8	-2%
Cc1cccc(Nc2sc(C(=O)c3ccc(Cl)cc3)c(N)c2C(N)=O)c1	-7%	1%	7.5%	/	/	i	/	/	-23%
COc1ccc(-c2noc(CN3CCN(c4cccc(Cl)c4)CC3)n2)cc1	?	2%	-0.1%	?	/	?	/	/	-19%
FC(F)Sc1ccc(N=C2NN=C(c3ccc4c(c3)OCCO4)CS2)cc1	?	16µM*	9.1%	16µM*	/	/	-4%	-1.8	-25%
Cc1ccccc1C(=O)NNC(=O)C12CC3CC(CC(C3)C1)C2	14%	3%	-0.2%	-8%	i	i	2%	1.6	31%
Cc1ccc(NC(=O)C(C)Sc2nc(=O)cc(N)n2-c2cccc(C)c2)cc1 (stereo not drawn)	15%	-7%	6.8%	-10%	/	i	/	/	-9%
COc1ccc(-n2nc3cc(C)c(NC(=O)c4cccnc4)cc3n2)cc1	26%	-18%	1.8%	-5%	i	i	-3%	-1.9	-7%
Oc1ccccc1C=NN=C1c2ccccc2-c2ccccc21	11%	0%	?	6%	i	i	/	-0.9	-24%
COc1ccc(-n2c(Cc3cc(=O)[nH]c(=O)[nH]3)nnc2SCC(=O)N2CCC(C)CC2)cc1	-5%	2%	-1.0%	?	i	i	1%	-0.3	-1%
COc1ccc(CNc2nc(-c3cccnc3)nn2C(=O)C(C)C)cc1	2%	8%	0.1%	?	i	i	1%	-0.8	-4%
Nc1ncnc2c1ncn2[C@@H]1O[C@H](CNC(=O)[C@@H](N)Cc2ccccc2)[C@@H](O)[C@H]1O	-3%	-4%	-0.8%	5%	i	i	1%	0.4	-14%
Cc1ccc(-n2c(-c3ccccc3)n[nH]c2=S)c(C)c1	3%	1%	7.0%	17%	i	i	-3%	-1.6	7%
CCS(=O)(=O)N1CC(=O)N(c2ccc(C)c(C)c2)C(C)(C(=O)NC2CCCCCC2)C1 (stereo not drawn)	-8%	0%	0.2%	1%	/	/	/	/	3%
CC(=O)c1ccc(NC(=O)C2CCCN2S(=O)(=O)c2ccc(F)cc2)cc1 (stereo not drawn)	-8%	3%	-1.0%	7%	i	i	0%	-0.6	2%
COc1ccc(N2C(=O)c3ccc(NC(C)=O)cc3C2=O)cc1	8%	-6%	0.4%	21%	i	i	-1%	-3.5	1%
C/C(=N\NC(=O)c1ccn(C)n1)c1ccc(NC(=O)C2CCCC2)cc1	0%	-9%	0.3%	2%	i	i	0%	1.6	-6%
CCCC(=O)Nc1ccc2c(c1)nc(CN1CCN(C(C)=O)CC1)n2C	19%	4%	0.1%	/	i	i	0%	0.6	11%
COc1ccc(-n2nnnc2SCC(=O)N2CCN(C(=O)c3ccco3)CC2)cc1OC	1%	9%	0.7%	-26%	i	i	-3%	-0.9	-5%
O=[N+]([O-])c1cccc(S(=O)(=O)NCc2ccccn2)c1	4%	-1%	-1.2%	-7%	i	i	-3%	-1.8	3%
O=C(NC1CCCCCC1)C1CCN(S(=O)(=O)c2c(Cl)cccc2Cl)CC1	?	-7%	0.0%	0%	i	i	0%	-0.2	-25%
Cc1ccc(S(=O)(=O)c2c(C)cc(C)nc2N2CCOCC2)cc1	-4%	2%	0.6%	0%	i	i	2%	0.1	-5%
CC(C)(C)N1CC(c2nc3ccccc3n2Cc2ccc(F)cc2)CC1=O (stereo not drawn)	-13%	11%	0.4%	-3%	i	i	0%	0.3	-20%
O=c1oc2cc(OCc3ccc(F)cc3F)ccc2cc1-c1ccccn1	-9%	3%	-0.4%	6%	i	i	-4%	2.1	2%
Cc1noc(NS(=O)(=O)c2ccc(NC(=O)c3cc(F)c(F)c(F)c3F)cc2)c1C	4%	-1%	0.2%	2%	i	i	-1%	-0.3	1%
Cc1cccc2nc(CSc3nnc(N)s3)cn12	-1%	4%	2.5%	?	i	i	0%	0.1	-1%
CC1CCN(C(=O)/C(=C\c2ccco2)NC(=O)c2ccccc2)CC1	-24%	-9%	0.5%	-5%	i	i	2%	0.1	-5%
O=C(c1ccc([N+](=O)[O-])cc1)N1CCC(Cc2ccccc2)CC1	-3%	-12%	-0.5%	3%	i	i	-2%	-1.0	-23%
COCc1cc(C)nc(SCC[N+](C)(C)CC(=O)c2ccc(Br)cc2)c1C#N	22%	1%	-0.7%	?	i	i	4%	-1.2	10%
CC(=O)c1ccc(NC(=O)c2ccc(-c3nc(COc4ccc(C)cc4)c(C)o3)cc2)cc1	3%	-5%	-0.2%	?	/	i	/	/	-13%
Cc1c(Cl)cccc1NC(=S)NCCC(c1ccccc1)c1ccccc1	?	-22%	0.3%	?	i	i	-2%	0.2	-32%
CCOC(=O)[C@H]1[C@H]2COc3cc(OC)ccc3[C@@H]2N2C(=O)CN(CC3CCCO3)C(=O)[C@@]12C (stereo partly drawn)	?	-1%	-0.2%	-15%	i	i	1%	-0.9	-12%
CCN(C[C@H]1N[C@@](Cc2ccccc2)(C(=O)OC)[C@H]2C(=O)N(Cc3ccccc3)C(=O)[C@@H]12)C(=O)c1ccccc1	-8%	-15%	-0.1%	-1%	i	?	3%	1.2	-5%
O=C(CSc1ccc(Cl)cc1)Nc1ccccc1	-2%	/	0.4%	/	i	i	/	-0.5	-15%
CCCCCc1ccc(OCCCC[n+]2ccccc2)c(CCCCC)c1	?	?	-1.5%	18µM*	i	?	2%	0.2	-157%
COC(=O)c1ccc(CSC2=NC[C@@H]3[C@@H]4C(=O)N(C)C(=O)[C@@H]4[C@](C)(C(=O)OC)N23)cc1	?	-4%	-1.3%	7%	i	i	0%	-2.5	17%
CCCn1cc(S(=O)(=O)c2ccc(F)cc2)c(=O)c2cc(OCC)ccc21	12%	12%	0.4%	-25%	i	i	-2%	-0.7	-2%
Oc1ccccc1-c1cc(-c2ccc(F)cc2)n[nH]1	-24%	1%	?	?	i	i	0%	2.1	-27%
O=C(c1cnn2c(C(F)(F)F)cc(-c3cccs3)nc12)N1CCN(Cc2ccccc2)CC1	0%	-8%	0.4%	?	i	?	-4%	-0.3	-2%
COc1ccc(NC(=O)c2oc3ccccc3c2C)cn1	0%	0%	12%	?	i	i	3%	-0.2	-10%
COc1ccc(OCc2nnc(SCC(=O)Nc3ccc(C)cc3)o2)cc1	3%	4%	0.3%	-2%	i	i	-3%	0.7	-16%
COc1ncc(-c2cccc3nccn23)c(OC)n1	-18%	/	0.2%[9.22 µM]	/	i	i	/	-0.5	1%
Cc1ccc(Cl)cc1-c1cc(C(=O)Nc2ccc(F)cc2)[nH]n1	?	/	-1.2%	/	i	?	/	0.6	-35%
O=c1c(C(c2ccc(Br)cc2)c2c(O)nc3n(c2=O)CCS3)c(O)nc2n1CCS2	13%	-9%	-0.5%	-15%	i	?	1%	0.6	-22%
COc1ccc2oc(=O)c(C(=O)Nc3ccc(C(=O)O)cc3)cc2c1	8%	-6%	-0.5%	20%	/	i	/	/	5%

Four entries from above, with bars between the fields:
canonical_smiles | TGFb inhibitor | A549 tox | Nrf2 ARE act | Nrf2 inh | pAkt inh | ATXN viability | Mm-Cpn inhibitor | CCT modulator | HepG2 tox
COc1ncc(-c2cccc3nccn23)c(OC)n1 | -18% | / | 0.2%[9.22 µM] | / | i | i | / | -0.5 | 1%
COc1ccc(OCc2nnc(SCC(=O)Nc3ccc(C)cc3)o2)cc1 | 3% | 4% | 0.3% | -2% | i | i | -3% | 0.7 | -16%
COc1ccc2oc(=O)c(C(=O)Nc3ccc(C(=O)O)cc3)cc2c1 | 8% | -6% | -0.5% | 20% | / | i | / | / | 5%
COc1ccc(NC(=O)c2oc3ccccc3c2C)cn1 | 0% | 0% | 12% | ? | i | i | 3% | -0.2 | -10%
